From PubChem BioAssay
pPAFAH FP inh: pPAFAH (human) enzyme inhibition; Q13093; inhibition, % at 3.39 µM; 330,000 compounds, 1.5% hits; recombinant pPAFAH, FP-rhodamine probe fluorescence polarization;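 active = inhibition above the mean inhibition across the screen plus 3 SD, cut at about 25% in these data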;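 note: inhibitors block binding of the rhodamine activity-based probe so polarization drops; 0% = enzyme with DMSO and 100% = wells lacking pPAFAH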
GSTO1 counter: counter-screen for RBBP9 inhibitors: inhibitors of human GSTO1 | P78417 | recombinant GSTO1, activity-based probe fluorescence polarization | inhibition, % at 5.96 µM | 300,000 compounds, 1.1% hits;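 active = inhibition above the campaign mean inhibition plus 3 SD, cut at about 35% in these data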;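 note: 0% = GSTO1-1 with DMSO and 100% = wells lacking GSTO1-1 enzyme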
LYPLA2 counter: counter-screen for PME1 inhibitors: inhibitors of human LYPLA2. O95372. recombinant LYPLA2, FP-Rh probe fluorescence polarization. inhibition, % at 5.9 µM. 320,000 compounds, 0.38% hits. AID 2177;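 active = inhibition above the screen-wide mean plus 3 SD, limit set per campaign, cut at about 26% in these data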;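 note: 0% = LYPLA2 with DMSO and 100% = wells lacking LYPLA2 enzyme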
PAFAH1B3 inh: PAFAH1B3 (human) inhibition | inhibition, % at 3.39 µM | recombinant PAFAH1B3, FP-rhodamine probe, fluorescence polarization | 340,000 compounds, 0.28% hits;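 active = inhibition above the screen-wide average of all tested compounds plus 3 SD, cut at about 25% in these data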;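 note: 0% = enzyme with DMSO only and 100% = wells lacking PAFAH1B3 protein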
PAD4 inh: blocks human protein arginine deiminase 4 | recombinant PAD4, RCA probe fluorescence polarization | AID 485272 | 330,000 compounds, 0.41% hits | inhibition, % at 6.36 µM | Q9UM07;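 active = percent inhibition above a cutoff equal to the mean of all tested compounds plus 3 SD, cut at about 15% in these data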;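 note: 0% = PAD4 with RCA probe and DMSO and 100% = probe without PAD4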
Target sequence (Q9UM07 whole entry, looked up): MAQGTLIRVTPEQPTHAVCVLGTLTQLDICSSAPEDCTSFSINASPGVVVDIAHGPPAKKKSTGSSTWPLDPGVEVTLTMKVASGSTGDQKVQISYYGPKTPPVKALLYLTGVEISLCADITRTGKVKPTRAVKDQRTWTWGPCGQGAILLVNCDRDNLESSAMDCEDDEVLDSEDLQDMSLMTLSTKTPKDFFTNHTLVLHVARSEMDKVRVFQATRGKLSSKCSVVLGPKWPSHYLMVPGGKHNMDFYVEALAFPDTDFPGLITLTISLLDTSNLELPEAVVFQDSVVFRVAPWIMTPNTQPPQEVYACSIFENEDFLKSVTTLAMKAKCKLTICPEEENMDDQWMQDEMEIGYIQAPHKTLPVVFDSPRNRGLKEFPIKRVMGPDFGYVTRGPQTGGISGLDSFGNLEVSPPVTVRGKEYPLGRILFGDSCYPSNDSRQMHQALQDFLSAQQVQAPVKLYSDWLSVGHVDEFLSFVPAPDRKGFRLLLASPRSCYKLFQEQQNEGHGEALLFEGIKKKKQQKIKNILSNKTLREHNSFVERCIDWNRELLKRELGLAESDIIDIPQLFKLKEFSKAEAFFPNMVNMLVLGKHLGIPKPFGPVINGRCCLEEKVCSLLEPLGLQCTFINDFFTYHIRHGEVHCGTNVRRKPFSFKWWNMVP
LYPLA1 counter: LYPLA1 (human) inhibition in PME1 counter-screen. recombinant LYPLA1, FP-Rh probe fluorescence polarization. inhibition, % at 5.9 µM. 320,000 compounds, 0.16% hits. AID 2174;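 active = inhibition above the mean of all tested compounds plus 3 SD, set per campaign, cut at about 14% in these data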;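 note: inhibitors block serine hydrolase probe labeling of LYPLA1 so polarization falls; 0% = enzyme with DMSO and 100% = wells lacking LYPLA1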
PAFAH1B2 inh: PAFAH1B2 (human) inhibition; P68402; recombinant PAFAH1B2, FP-rhodamine activity probe, fluorescence polarization; inhibition, % at 3.39 µM; 340,000 compounds, 1.2% hits; AID 492953;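 active = inhibition above the mean of all tested compounds plus 3 SD, cut at about 24% in these data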;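 note: 0% = enzyme with DMSO and 100% = wells lacking PAFAH1B2; many of its hits are not listed in these tables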
Target sequence (P68402 whole entry, looked up): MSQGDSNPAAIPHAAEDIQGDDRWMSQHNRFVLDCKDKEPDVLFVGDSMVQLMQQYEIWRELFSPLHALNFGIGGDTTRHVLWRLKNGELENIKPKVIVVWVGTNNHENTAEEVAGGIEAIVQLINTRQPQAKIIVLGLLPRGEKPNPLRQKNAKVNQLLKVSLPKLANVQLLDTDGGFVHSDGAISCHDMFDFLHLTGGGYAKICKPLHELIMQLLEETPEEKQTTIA
PAFAH2 FP inh: inhibitors of human PAFAH2; Q99487; recombinant PAFAH2, FP-rhodamine activity probe, fluorescence polarization; inhibition, % at 3.39 µM; 340,000 compounds, 0.99% hits;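 active = inhibition above the mean over all tested compounds plus 3 SD, cut at about 30% in these data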;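 note: inhibitors block probe labeling of enzyme so polarization drops; 0% = enzyme with DMSO and 100% = wells lacking PAFAH2 protein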
PREPL inh: inhibitors of human prolyl oligopeptidase-like enzyme PREPL. recombinant PREPL, fluorescence polarization activity-based probe. AID 2751. Q4J6C6. inhibition, % at 5.96 µM. 320,000 compounds, 0.68% hits; in the data active = inhibition above about 43%;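 note: 0% = enzyme with DMSO and 100% = wells lacking enzyme; many of its hits are not listed in these tables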
An asterisk follows results filed as active; . = not tested or not shown. This is a subset, so the mix of outcomes need not match the whole.

SMILES	pPAFAH FP inh	GSTO1 counter	LYPLA2 counter	PAFAH1B3 inh	PAD4 inh	LYPLA1 counter	PAFAH1B2 inh	PAFAH2 FP inh	PREPL inh
CC(Oc1ccc(Br)cc1Cl)C(=O)Nc1ccncc1 (centres undefined)	2	-1	-7	16	0	-1	-6	2	-33
Cc1ccc(OCC(O)Cn2c(=N)n(CCN3CCCCC3)c3ccccc32)cc1 (centres undefined)	3	2	5	-5	-1	-1	6	8	41
COc1ccc(C(=O)Nc2c(-c3ccccc3)nc3ccccn23)c(OC)c1	-3	-2	-10	1	-7	-6	2	-1	14
Cc1onc(-c2ccccc2)c1C(=O)Nc1ccc2c(c1)OCO2	1	6	0	6	-6	2	2	1	8
CCc1ccc(N2CC(C(=O)Nc3ccc4c(c3)OCO4)CC2=O)cc1 (centres undefined)	2	.	2	5	5	-1	5	6	13
O=C(CSc1nc2[nH]ncc2c(=O)[nH]1)Nc1ccc(F)cc1	3	-1	3	7	-4	1	3	-12	-53
CC[C@]12c3[nH]c4ccccc4c3CCN1C(=O)C(CC(=O)NCCN1CCOCC1)C[C@@H]2C(=O)N1CCN(C(=O)c2ccco2)CC1 (some centres undefined)	3	.	.	3	-4	.	1	-10	6
COC(=O)c1sccc1NN1C(=O)c2ccccc2C1=O	-5	2	-2	15	-3	2	1	1	10
COc1ccc(F)cc1S(=O)(=O)N1CCN(C(=O)c2ccco2)CC1	5	2	11	1	-5	2	0	2	-5
CCC(=O)c1ccc(OCC(=O)Nc2ccc(N3CCCCC3)cc2)cc1	3	.	4	-1	2	4	-1	-5	-1
CCc1cccc(CC)c1NC(=O)COn1nnc2ccc(C(F)(F)F)cc21	-3	-1	-1	7	-2	-2	2	4	12
Cc1ccc(OCCCC(=O)Nc2ccc(Cl)c(S(=O)(=O)N3CCOCC3)c2)cc1	-1	.	-10	3	-1	-11	-3	-7	10
Cc1ccc(C(CNC(=O)C(=O)Nc2ccc3c(c2)OCCO3)N2CCN(C)CC2)cc1 (centres undefined)	5	6	44*	5	-6	-4	-2	0	0
Clc1ccc(-n2nnc(-c3nccs3)n2)cc1Cl	7	-3	-1	4	-1	2	2	8	3
CCOc1ccc(NC(=O)N2CCC(NC(=O)C(Cc3ccc(OC)c(OC)c3)NC(C)=O)CC2)cc1 (centres undefined)	-1	5	0	7	-2	-1	-3	10	16
Cc1cc(C(=O)CSc2n[nH]c(N)n2)c(C)n1-c1ccc2c(c1)OCO2	11	4	8	6	3	2	2	-3	7
O=C1CN(C(=O)/C=C/c2ccccc2F)c2ccccc2N1	5	3	-3	-1	1	-3	4	4	-2
O=C(NC(Cc1c[nH]c2ccccc12)C(=O)O)c1ccc(F)cc1 (centres undefined)	3	2	-5	0	-2	-3	10	8	9
CCCn1c(N)c(C(c2ccc(OC)cc2)N2CCN(c3ccccc3)CC2)c(=O)[nH]c1=O (centres undefined)	2	1	1	7	-7	1	5	8	-5
CN(C(=O)c1ccc(Cl)cc1)C1CCS(=O)(=O)C1 (centres undefined)	6	.	.	0	-2	.	7	0	22
CS(=O)(=O)N(CC(=O)Nc1cccc(F)c1)c1cccc([N+](=O)[O-])c1	1	4	7	6	-3	-1	7	-1	-11
CC1(C)Cc2ccccc2C(NNC(=O)c2ccc(Br)o2)=N1	-1	0	-4	-7	-5	-3	-3	-6	3
CCOC(=O)c1cnc(-n2[nH]c(C)cc2=O)[nH]c1=O	2	42*	-4	.	-2	-6	.	.	4
Cc1cnc(CNC(=O)C2CCC(=O)N(CCc3cccc(F)c3)C2)[nH]1 (centres undefined)	1	4	-9	14	-1	-1	1	1	3
COc1ccc(C(CC(=O)O)NS(=O)(=O)c2ccc(C)cc2)cc1 (centres undefined)	2	-2	-3	-2	-4	-2	15	-4	11
The list continues.
SMILES	pPAFAH FP inh	GSTO1 counter	LYPLA2 counter	PAFAH1B3 inh	PAD4 inh	LYPLA1 counter	PAFAH1B2 inh	PAFAH2 FP inh	PREPL inh
CCCC(=O)Nc1ccc2oc(-c3ccc(OC)c(Br)c3)nc2c1	3	-13	-3	-4	0	-8	5	2	-11
O=C(C1CCN(Cc2ccccc2)CC1)N1CCCC1	1	-2	5	3	2	1	0	2	0
Clc1ccc(-c2nnc3c4ccccc4nc(N4CCOCC4)n23)cc1Cl	2	5	-5	3	-3	-11	8	-1	-3
Cc1ccc(-n2c(C)nnc2SCC(=O)NC2CC2)cc1	0	-3	4	-1	-3	1	0	0	0
CCN(C[C@H]1N[C@@](Cc2ccccc2)(C(=O)OC)[C@H]2C(=O)N(Cc3ccccc3)C(=O)[C@@H]12)S(=O)(=O)c1ccc(-c2ccccc2)cc1	0	.	.	4	-1	.	-1	-1	12
CCOC(=O)Cc1csc(NC(=O)c2ccoc2C)n1	13	-1	2	5	-1	-3	1	2	7
COc1ccc(C2SCCN2S(=O)(=O)c2ccccc2)cc1OC (centres undefined)	-4	-5	-6	12	2	-3	8	0	-11
Fc1cccc(CN2CCN(c3ncccn3)CC2)c1	1	0	0	8	-2	-4	-1	0	26
COc1cccc(NC(=O)C2CC(=O)OC23CCOC(C)(C)C3)c1 (centres undefined)	2	3	2	8	1	-2	0	1	-6
CCc1ccc(NC(=O)Nc2ccc3c(c2)CCC3)cc1	-4	15	-5	-3	-2	0	5	-1	-1
CCCCc1ccc(-c2csc(/C(C#N)=C\c3ccc(C)o3)n2)cc1	10	-4	-5	-9	-3	-5	-3	-8	0
COc1ccc(-c2cc(O)cc(O)c2)cc1	4	9	-3	6	3	0	-2	3	-2
CCN(CC)C(=O)CSc1nnc(COc2ccccc2)n1N	2	3	-4	-3	6	-7	5	4	1
O=C(OCc1c(-c2ccccc2)ncc2ccccc12)c1ccc(Cl)cc1Cl	-2	.	5	-5	1	1	-7	-5	10
Cc1ccccc1NS(=O)(=O)c1ccc(C2CNC(=O)C2)cc1 (centres undefined)	33*	8	3	4	1	3	4	-1	6
Cc1cc(C)c(NC(=O)Cn2c(=O)c3cccn3c3ccccc32)c(C)c1	-6	1	2	-14	2	1	-8	-5	-3
COc1ccccc1NC(=O)CCN1C(=O)c2ccccc2S1(=O)=O	-3	-5	-3	8	-4	2	-4	-3	10
COc1cc(-c2nnc(COC(=O)c3cc(C)no3)o2)cc(OC)c1OC	4	-2	-1	-5	0	2	-1	-1	2
COc1cc(CC(=O)Nc2ccc(S(=O)(=O)N(C)C)cc2)cc(OC)c1OC	2	6	7	12	3	0	-1	3	5
CNc1ccccc1C(C)(C)c1cc(C)[nH]n1	6	0	5	-1	-2	-1	5	-5	-12
Cc1sc(NC(=O)c2ccccc2)c(C(=O)c2ccccc2)c1C	11	0	-3	7	0	-2	2	4	1
O=C(NCCCN1CCCC1=O)c1ccc2c(c1)OCO2	6	0	7	5	-2	3	5	1	1
Cc1cc(C(=O)N/N=C/c2cc(Br)ccc2OC(=O)c2ccccc2)n[nH]1	6	-2	-4	-11	-6	-9	-4	-2	7
COc1ccc(-n2nc(C(=O)NCC(=O)N3CCCC3)c3ccccc3c2=O)cc1	-1	2	1	9	-5	-1	2	-4	-4
COc1ccc(Cl)cc1NC(=O)COc1cccc(-n2cnnn2)c1	0	0	-5	0	1	-4	2	-11	11

Laid out differently: results already given
SMILES | pPAFAH FP inh | GSTO1 counter | LYPLA2 counter | PAFAH1B3 inh | PAD4 inh | LYPLA1 counter | PAFAH1B2 inh | PAFAH2 FP inh | PREPL inh
CCCCc1ccc(-c2csc(/C(C#N)=C\c3ccc(C)o3)n2)cc1 | 10 | -4 | -5 | -9 | -3 | -5 | -3 | -8 | 0
COc1ccc(-c2cc(O)cc(O)c2)cc1 | 4 | 9 | -3 | 6 | 3 | 0 | -2 | 3 | -2
CCN(CC)C(=O)CSc1nnc(COc2ccccc2)n1N | 2 | 3 | -4 | -3 | 6 | -7 | 5 | 4 | 1
O=C(OCc1c(-c2ccccc2)ncc2ccccc12)c1ccc(Cl)cc1Cl | -2 | . | 5 | -5 | 1 | 1 | -7 | -5 | 10
Cc1ccccc1NS(=O)(=O)c1ccc(C2CNC(=O)C2)cc1 (centres undefined) | 33* | 8 | 3 | 4 | 1 | 3 | 4 | -1 | 6
Cc1cc(C)c(NC(=O)Cn2c(=O)c3cccn3c3ccccc32)c(C)c1 | -6 | 1 | 2 | -14 | 2 | 1 | -8 | -5 | -3
COc1ccccc1NC(=O)CCN1C(=O)c2ccccc2S1(=O)=O | -3 | -5 | -3 | 8 | -4 | 2 | -4 | -3 | 10
COc1cc(-c2nnc(COC(=O)c3cc(C)no3)o2)cc(OC)c1OC | 4 | -2 | -1 | -5 | 0 | 2 | -1 | -1 | 2
COc1cc(CC(=O)Nc2ccc(S(=O)(=O)N(C)C)cc2)cc(OC)c1OC | 2 | 6 | 7 | 12 | 3 | 0 | -1 | 3 | 5
CNc1ccccc1C(C)(C)c1cc(C)[nH]n1 | 6 | 0 | 5 | -1 | -2 | -1 | 5 | -5 | -12
Cc1sc(NC(=O)c2ccccc2)c(C(=O)c2ccccc2)c1C | 11 | 0 | -3 | 7 | 0 | -2 | 2 | 4 | 1
O=C(NCCCN1CCCC1=O)c1ccc2c(c1)OCO2 | 6 | 0 | 7 | 5 | -2 | 3 | 5 | 1 | 1
Cc1cc(C(=O)N/N=C/c2cc(Br)ccc2OC(=O)c2ccccc2)n[nH]1 | 6 | -2 | -4 | -11 | -6 | -9 | -4 | -2 | 7
COc1ccc(-n2nc(C(=O)NCC(=O)N3CCCC3)c3ccccc3c2=O)cc1 | -1 | 2 | 1 | 9 | -5 | -1 | 2 | -4 | -4
COc1ccc(Cl)cc1NC(=O)COc1cccc(-n2cnnn2)c1 | 0 | 0 | -5 | 0 | 1 | -4 | 2 | -11 | 11

More compounds.
SMILES	pPAFAH FP inh	GSTO1 counter	LYPLA2 counter	PAFAH1B3 inh	PAD4 inh	LYPLA1 counter	PAFAH1B2 inh	PAFAH2 FP inh	PREPL inh
COc1ccc(OCC(=O)Nc2ccccc2C(=O)Nc2ccc(C(=O)O)cc2)cc1	-11	-9	-6	8	7	-6	7	-7	11
COc1ccccc1NC(=O)Nc1ccc(F)c(F)c1	6	-6	2	5	2	2	-1	-3	19
C=CCn1c(Cc2c[nH]c3ccccc23)nnc1SCC(=O)NCc1ccccc1	6	1	7	4	6	3	3	3	-26
COc1ccccc1CN(Cc1nc2ccccc2c(=O)[nH]1)C(=O)Nc1ccccc1	0	-5	-3	2	-5	0	5	-4	-5
CCn1c(/C=N/Nc2ccc(C(=O)O)cc2)nc2ccccc21	1	12	-2	4	0	-1	2	4	8
CCN1CCN(C(c2cccs2)C(C)NC(=S)NC2CCCCC2)CC1 (centres undefined)	34*	14	-1	7	-4	0	1	-3	11
O=C1NC(=O)C(Cc2cccc(Oc3ccccc3)c2)S1 (centres undefined)	4	6	1	2	1	-5	19	6	11
Nc1nc(CN2CCN(Cc3ccccc3)CC2)nc(Nc2ccccc2)n1	0	1	-4	11	-3	-2	-1	7	14
O=C(NCC1CCCO1)c1cc(-c2ccccc2F)no1 (centres undefined)	3	8	-1	5	2	-3	0	-3	0
Cc1ccc(C(=O)CSc2nnc(-c3cccs3)n2C)o1	3	2	1	0	4	-1	1	2	3
O=C(NCCCn1ccnc1)c1cc(-c2cccnc2)nc2ccc(Br)cc12	1	-1	-2	2	1	-2	-2	-2	-6
O=C(NC(=S)NC1CCCCC1)c1ccccc1[N+](=O)[O-]	3	-2	6	13	-4	0	10	1	-1
COc1cc(C(=O)NCc2ccc(C)cc2)ccc1OC(F)F	8	4	2	-3	0	-1	-1	-5	2
COc1ccc(-c2ccc(-c3cc(=O)oc4cc(OC)c(OC)c(OC)c34)cc2)cc1F	2	.	.	8	-1	.	4	2	.
